PhoP inhibition = PhoP-dependent GFP reporter repression – Salmonella Typhimurium, primary screen (AID 1863). S. Typhimurium PhoP-regulated promoter GFP reporter, 4 h; higher % means a stronger effect. inhibition, % at 50 µM; hits with a dose series show IC50 in µM. 0.16% of 300,000 active;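 active = inhibition over 29.93%, a cutoff 3 SD above the screen mean, later confirmed by dose response; inconclusive = inhibition over 29.93% but no dose response follow-up; inactive = inhibition at most 29.93% or unconfirmed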;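 note: 0% = low Mg2+ inducing control and 100% = high Mg2+ repressing control; strong numbers were not always called active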
West Nile virus CPE = West Nile virus antiviral activity, cell-based, CPE readout (AID 1621); West Nile virus-infected cells, CPE inhibition; higher % means a stronger effect; one-dose CPE inhibition, % at 10 µM; IC50 in µM for titrated hits; 0.02% of 290,000 active; in the data active = a potency from the dose series; inconclusive = CPE inhibition mostly from about 3.7% at the one dose, without a potency; inactive = the rest, 99 in 100 with CPE inhibition below about 2.2%; note: strong numbers were not always called active
SIAH1 antagonists = blockers of Siah-1 interaction with plectin peptide – biochemical, fluorescence polarization, rhodamine-plectin, uHTS, primary screen (AID 1817). 0.02% of 290,000 active. one-dose displacement, % at 20 µM; IC50 in µM for titrated hits. Siah-1 / rhodamine-plectin peptide fluorescence polarization; higher % means a stronger effect;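 active = displacement of at least 50% at 20 µM, with a fluorescence ratio check between 0.3 and a set limit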;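 note: plate controls were Siah plus tracer with DMSO for no effect and tracer alone without Siah for full effect; strong numbers were not always called active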
* = called active by the depositor; ? = inconclusive. Some of the compounds tested (hit frequency here may not be typical).

PhoP inhibition	West Nile virus CPE	SIAH1 antagonists	smiles
-3%	0.2%	6%	Cc1ccc(S(=O)(=O)N2CN(CC3CCCO3)c3nc4ccccc4nc32)c(C)c1 (stereo not given)
5%	-0.6%	0%	Nc1nc(Oc2ccc(F)cc2)c(Br)c(=O)[nH]1
7%	0.3%	-1%	O=C(CCc1ccccc1)Nc1ccnn1C1CCN(Cc2ccc(OCCO)cc2)CC1
1%	-0.4%	5%	OCC[C@@H]1C[C@H](O)[C@@H](O)[C@]2(CCc3ccccc3CO2)O1
-3%	-0.4%	2%	Cc1ccc(N(CC(=O)NCc2ccccc2)C(=O)CCC(=O)Nc2ccccn2)c(C)c1
-1%	0.3%	-2%	CCOC(=O)CSc1nnc(NC(=O)CN2CCCCC2)s1
-8%	-0.7%	2%	Cc1ccc(C(C)NC(=O)c2cc3cc(Br)ccc3oc2=N)cc1 (stereo not given)
0%	0.6%	0%	Cc1ccc(C)c(N2CCN(S(=O)(=O)c3cn(C)cn3)CC2)c1
6%	-0.5%	3%	CCc1ccc(C2=CSC3=NCCN23)cc1
4%	-0.6%	2%	O=C(Nc1ccc(S(=O)(=O)N2CCCCCC2)cc1)c1c(F)cccc1F
0%	-0.1%	7%	CN(C(=O)Cn1nc(C(=O)O)c2ccccc2c1=O)c1ccccc1
-6%	-0.1%	3%	O=C(CCc1ccccc1)Nc1ccc(NS(=O)(=O)c2ccccc2)cc1

PhoP inhibition	West Nile virus CPE	SIAH1 antagonists	smiles
-2%	0.4%	-4%	N#Cc1ccc(OCC(=O)Nc2ccncc2)cc1
-2%	-0.6%	8%	Cc1ccc(S(=O)(=O)Cc2ccc(C(=O)NC3CCCCCC3)o2)cc1
-8%	0.0%	2%	Cc1cccc(C)c1OCc1cc(C(=O)N(Cc2c(C)nn(C)c2C)C2CC2)no1
-2%	-0.8%	3%	CC(=O)Nc1ccc(NCC(=O)c2ccccc2)cc1
13%	0.2%	-4%	CSCC[C@H](N)C(=O)N1CCC(C(=O)N[C@@H](C)C(=O)NCc2ccc(F)cc2)CC1
-1%	0.3%	-1%	Cc1cc(OCC(=O)N2CCC(O)CC2)c2c(C)cc(=O)oc2c1
1%	-0.3%	0%	O=C(c1ccc(F)cc1F)N1CCN(c2ccccn2)CC1
2%	-0.6%	-5%	O=C(CCc1nnc2n(Cc3ccccc3)c(=O)c3ccccc3n12)NCCCN1CCCCC1
-2%	-0.8%	2%	CC(=O)N1CCN(c2nnc(-c3ccccc3)c3ccccc23)CC1
2%	0.0%	-1%	COc1ccc(C(=O)NCC(=O)N/N=C/c2ccc(C)o2)cc1OC
-4%	0.5%	0%	COc1ccc(OCc2cc(C(=O)NC(C)Cc3ccccn3)no2)c(Cl)c1 (stereo not given)
-4%	0.5%	-2%	Cc1cccc(OCC(=O)NCCNC(=O)c2cnccn2)c1

PhoP inhibition	West Nile virus CPE	SIAH1 antagonists	smiles
-1%	-0.9%	8%	COCC(=O)N1CCC(Oc2ccc(C(=O)N3CCCCCC3)cc2)CC1
-5%	-0.6%	2%	CCCCC(=O)Nc1c2c(nn1-c1ccc([N+](=O)[O-])cc1)CS(=O)(=O)C2
-2%	-0.8%	-4%	CCc1ccc(S(=O)(=O)NCc2cccs2)cc1
-4%	1.0%	4%	COc1ccc2oc(=O)cc(-c3cc4cccc(OC)c4o3)c2c1
-3%	0.1%	0%	O=C(CN(C(=O)CCC(=O)Nc1ccccn1)c1cccc(F)c1)NCc1ccco1
12%	-1.1%	-5%	O=[N+]([O-])c1ncccc1OCc1ccc(Cl)c(Cl)c1
2%	-0.5%	0%	CCOc1ccc(CCNS(=O)(=O)c2ccc3c(c2)N(C(C)=O)CCO3)cc1OCC
6%	0.3%	2%	COc1ccc(/C(N)=N/OC(=O)C2CCCCC2)cc1
1%	0.0%	3%	COc1ccc(C(=O)O)cc1S(=O)(=O)N1CCCc2ccccc21
-2%	0.0%	-8%	COc1ccc(-c2c(=O)n(OC)c3ccccc3[n+]2[O-])cc1OC
8%	?	-5%	COC(=O)[C@@H](Cc1c[nH]c2ccccc12)NC(=O)C1CCCN(S(=O)(=O)c2ccc(C)cc2)C1 (stereo not given in full)
1%	-0.6%	1%	CC1CCN(CCCCOc2ccc(F)cc2)CC1

PhoP inhibition	West Nile virus CPE	SIAH1 antagonists	smiles
-5%	-0.1%	13%	COc1ccc2c(Cl)c(C(=O)N/N=C/c3ccncc3)sc2c1
-8%	-0.8%	8%	O=C(COc1cc2oc(=O)cc(-c3ccccc3)c2cc1Cl)NCCN1CCOCC1
7%	-0.1%	3%	CC(=O)Nc1ccc(NC(=O)c2ccc3c(c2)C(=O)N(c2ccccc2C)C3=O)cc1
1%	-0.5%	0%	O=C(CNC(=O)c1[nH]cnc1C(=O)N[C@@H](Cc1ccccc1)C(=O)OCc1ccccc1)OCc1ccccc1
11%	-0.1%	-1%	CCOC(=O)c1c(C)[nH]c(C(=O)OC(C)C(=O)Nc2ccccc2OC)c1C (stereo not given)
-4%	-0.5%	-2%	COc1ccc(N(CC(=O)NCc2ccc(F)cc2)C(=O)c2snc(C(N)=O)c2N)cc1OC
-4%	-0.5%	10%	COc1cccc(-n2c(SCC(N)=O)nnc2-c2ccco2)c1
-3%	0.4%	0%	CC(C)[C@H](N)c1nnc2n1N=C(c1ccc(Cl)cc1)CS2
3%	0.3%	-4%	Cn1cnc2c1c(=O)n(Cc1cccc(Cl)c1)c(=O)n2C
-5%	0.9%	6%	CCC(C(=O)Nc1cccnc1)n1c(=O)[nH]c2ccccc2c1=O (stereo not given)
13%	-2.4%	2%	Cc1cccc(-n2ncc(Cl)c(Cl)c2=O)c1
0%	-0.5%	2%	COc1ccc(CNC(=O)CN(Cc2ccc(OC)cc2)C(=O)CCC(=O)Nc2nccs2)cc1

PhoP inhibition	West Nile virus CPE	SIAH1 antagonists	smiles
3%	0.3%	10%	COc1ccc(/C=N/NC(=O)c2nnn(-c3nonc3N)c2CN(C)c2ccccc2)cc1
-10%	?	22%	COc1ccc(/C(C)=N/NC(=O)CNC(=O)C(c2ccccc2)c2ccccc2)c(OC)c1
1%	1.6%	-8%	CCOc1ccc(-n2c(=O)c3sccc3n(CC(=O)NC3CCCCC3)c2=O)cc1
3%	-1.1%	4%	Cc1cc(Br)ccc1NC(=S)NC1CCCC1
4%	-0.1%	-1%	Cc1c(CN2CCC(n3nccc3NC(=O)C3CCOC3)CC2)[nH]c2ccccc12 (stereo not given)
-1%	0.0%	5%	COc1ccc(Br)cc1/C=N/N1C(=O)CSC1=S
7%	-1.5%	19%	CCc1ccc(C(O)(CC)C(CN2CCOCC2)c2ccccc2)cc1 (stereo not given)
5%	-0.6%	3%	Cc1ccc2nc(NC(=O)C3CCN(C(=O)c4ccc(F)cc4)CC3)sc2c1
-4%	0.6%	11%	Nc1cccc(NC(=O)CCC(=O)NCc2ccco2)c1
2%	-0.2%	2%	Cc1cc(=O)cc(C)n1-c1ccccc1N
-9%	?	11%	COc1ccc(NC(=O)Cn2nnc(C(=O)NCc3ccc(C)cc3)c2N)cc1Cl
1%	-1.5%	3%	CCOC(=O)N1CCN(Cc2ccc3ccccc3c2)CC1

PhoP inhibition	West Nile virus CPE	SIAH1 antagonists	smiles
5%	-0.4%	2%	Cc1cc(NC(=O)CSc2cn(CC(=O)N(C(C)C)C(C)C)c3ccccc23)no1
9%	-0.1%	-3%	COc1ccc(OC)c(NC(=S)Nc2ccccc2)c1
1%	0.0%	-7%	CS(=O)(=O)CCC(C(=O)Nc1ccc2c(c1)OCO2)N1Cc2ccccc2C1=O (stereo not given)
-3%	1.2%	3%	COc1ccccc1CNC(=O)Cc1ccc(OC)c(OC)c1
-6%	-0.3%	0%	COCCn1c(C)c(C)c2c(NCCc3ccccc3)ncnc21
-3%	-0.7%	4%	O=C(CSc1n[nH]c(-c2ccccc2)n1)Nc1ccccc1O
-4%	-0.5%	7%	COc1ccc(OC)c(S(=O)(=O)N2CCC(C(=O)N3CCN(c4ccc(F)cc4)CC3)CC2)c1
3%	-1.7%	3%	Cc1cccc(NC(=S)NCCc2ccc(Cl)cc2)c1C
-5%	-0.1%	2%	Cn1nccc1C(=O)N1CCOCC1
2%	-0.5%	-1%	O=C(NCc1ccccc1)C1CCN(C(=O)Cc2ccccc2)CC1
-1%	-1.3%	1%	C[n+]1ccccc1/C=C/c1ccc(F)c(F)c1
7%	-0.3%	12%	O=C(Nc1ccc(F)cc1Cl)C1CCN(C(=O)Nc2ccccc2)CC1

Part of the list above, bar-delimited.
Molecule | PhoP inhibition | West Nile virus CPE | SIAH1 antagonists
C[n+]1ccccc1/C=C/c1ccc(F)c(F)c1 | -1% | -1.3% | 1%
O=C(CSc1n[nH]c(-c2ccccc2)n1)Nc1ccccc1O | -3% | -0.7% | 4%

Entries shown so far that contain a furan ring, fused or not (6):
PhoP inhibition	West Nile virus CPE	SIAH1 antagonists	smiles
-2%	-0.6%	8%	Cc1ccc(S(=O)(=O)Cc2ccc(C(=O)NC3CCCCCC3)o2)cc1
2%	0.0%	-1%	COc1ccc(C(=O)NCC(=O)N/N=C/c2ccc(C)o2)cc1OC
-4%	1.0%	4%	COc1ccc2oc(=O)cc(-c3cc4cccc(OC)c4o3)c2c1
-3%	0.1%	0%	O=C(CN(C(=O)CCC(=O)Nc1ccccn1)c1cccc(F)c1)NCc1ccco1
-4%	-0.5%	10%	COc1cccc(-n2c(SCC(N)=O)nnc2-c2ccco2)c1
-4%	0.6%	11%	Nc1cccc(NC(=O)CCC(=O)NCc2ccco2)c1

(listing goes on)
PhoP inhibition	West Nile virus CPE	SIAH1 antagonists	smiles
8%	0.2%	4%	COc1cc(OC)c(OC)cc1CNCc1ccco1
8%	-0.5%	-2%	Cc1ccccc1NC(=O)CCNS(=O)(=O)c1cccc2nsnc12
-2%	0.0%	1%	CCn1c(C)nnc1SCC(=O)Nc1ccccc1OC
-1%	1.0%	-2%	O=C(NCc1ccccn1)Nc1ccccc1F
-5%	-0.2%	4%	O=C(Nc1ccc2c(c1)CCCN2C(=O)c1cccs1)c1c(F)cccc1F
-5%	-1.2%	2%	COc1cccc(-n2nnnc2SCC(=O)Nc2ccc(OC)cc2OC)c1
4%	-0.1%	-2%	Cn1c(=O)n(CC(N)=O)c(=O)c2c1nc1n2CCCN1Cc1ccccc1
9%	-1.2%	0%	COc1ccccc1N(CC1CO1)S(=O)(=O)c1ccc(C)cc1 (stereo not given)
10%	-0.1%	-3%	O=C(C[n+]1cc(Br)cc(Br)c1)c1ccc(-c2ccccc2)cc1
-3%	-0.3%	7%	Cc1snc(SCc2ccc(Cl)cc2)c1C#N
1%	-0.2%	-1%	CCOC(=O)c1cc(S(=O)(=O)NCCc2ccccc2)cn1C
-2%	-0.3%	5%	Cn1c(=O)c2ccccc2n2c(=S)[nH]nc12

PhoP inhibition	West Nile virus CPE	SIAH1 antagonists	smiles
2%	0.2%	7%	CCN(CC)CCNC(=O)CCc1nnc2ccc(N3CCC(C)CC3)nn12
-3%	-0.5%	1%	Cc1ccc(NC(=O)CSc2nnc(-c3cc(C)[nH]n3)n2N)cc1
6%	0.4%	2%	C=CCn1c(C(O)c2ccccc2)nc2ccccc21 (stereo not given)
5%	-0.2%	5%	CC(NC(=O)C1CCN(S(=O)(=O)c2cccc3cccnc23)CC1)c1ccccc1 (stereo not given)
-2%	-0.3%	1%	Cc1ccccc1S(=O)(=O)Cc1ccc(C(=O)NC2CCCCC2)o1
4%	0.1%	0%	O=C(Nc1ccc(C(=O)NCCCN2CCN(c3ccccc3)CC2)cc1)C1=CSCCO1
-3%	0.3%	-1%	CC(C)c1nnc(NC(=O)c2cc3ccccc3o2)s1
10%	-0.5%	7%	CN(c1ccc(C(=O)NCCCn2ccnc2)cc1)S(C)(=O)=O
0%	-0.6%	-1%	Cc1cc(=O)oc2c(C)c(OC(C)C(=O)NCCN3CCOCC3)ccc12 (stereo not given)
1%	-1.0%	-3%	CC(=O)c1sc(NC(=O)CCS(=O)(=O)c2ccccc2)nc1C
1%	-0.6%	-2%	Cc1ccc2nc3c(cc(C(=O)NCCc4ccccc4)c(=N)n3CC3CCCO3)c(=O)n2c1 (stereo not given)
8%	-0.8%	5%	O=C(CCNS(=O)(=O)c1cccc2nonc12)Nc1ccc(Cl)cc1

PhoP inhibition	West Nile virus CPE	SIAH1 antagonists	smiles
0%	0.2%	1%	CN1CCC(N(C)S(=O)(=O)c2ccc(F)cc2F)CC1
4%	0.2%	-1%	CCOC(=O)c1ccc(NS(=O)(=O)c2ccc(-c3coc(C)n3)cc2)cc1
0%	-1.0%	0%	C=CCC(=O)N1CCCC(CO)(Cc2ccc(F)cc2F)C1 (stereo not given)
1%	-0.2%	-4%	Nc1c2c(nc3c1CCCC3)CCCC2 (tested in a mixture with another compound)
4%	-0.1%	-3%	COc1ccc(N2C(=NC(=O)c3ccccc3)SC3CS(=O)(=O)CC32)cc1 (stereo not given)
-7%	-0.5%	0%	CCc1ccccc1NC(=O)C1CCCN1C(=O)Nc1ccc(C)cc1 (stereo not given)
-8%	1.1%	-4%	Cc1ccc(CNC(=O)c2ccc3c(c2)NC(=O)CS3)cc1
1%	0.1%	1%	Cc1cccc(-c2ocnc2C(=O)N2CCN(C(=O)c3cccs3)CC2)c1
0%	0.5%	-2%	CCc1ccc(-c2cc(C)no2)cc1S(=O)(=O)NCc1ccccc1OC
7%	?	-7%	C/C(=N\NC(=O)c1c(C)nc2ccccn12)c1ccc(O)cc1O
0%	-0.2%	1%	CC(=O)Nc1ccc(NC(=O)CN2C(=O)COc3ccc(S(=O)(=O)N4CCCCC4)cc32)cc1

From PubChem
